RGS7-Gao reg: RGS7-Galphao binding modulators, primary screen, biochemical, multiplexed bead flow cytometry | actives lie on both sides | binding response (% of control), % at 10 µM | 220,000 compounds, 0.35% hits; in the data active = binding response below about 49% or above about 150%; inconclusive = no clear call, values can overlap the other calls; inactive = in between;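 note: fluorescent Galphao held in activated GDP-AlF4 state binding bead-coupled RGS7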
Target sequence (P09471 whole entry, looked up): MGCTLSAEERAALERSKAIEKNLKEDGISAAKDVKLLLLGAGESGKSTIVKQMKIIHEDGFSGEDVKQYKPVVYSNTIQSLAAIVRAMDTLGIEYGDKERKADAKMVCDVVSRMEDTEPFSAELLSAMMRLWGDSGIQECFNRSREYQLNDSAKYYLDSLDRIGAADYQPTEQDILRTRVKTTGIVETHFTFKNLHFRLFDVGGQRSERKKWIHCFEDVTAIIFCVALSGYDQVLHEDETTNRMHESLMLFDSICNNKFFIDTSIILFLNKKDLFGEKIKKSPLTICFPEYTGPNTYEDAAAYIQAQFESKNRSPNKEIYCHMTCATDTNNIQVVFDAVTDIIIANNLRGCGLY
Bcl-B Bim block: inhibitors of Bim-Bcl-B binding, primary screen, biochemical, multiplexed, human Bcl-2 family | bead-based flow cytometry, Bim peptide-Bcl-B binding | inhibition, % at 10 µM | 190,000 compounds, 0.073% hits | AID 951, 2007;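 note: 0% = tracer peptide without compound and 100% = reference inhibitor peptide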
Target sequence (Q9HD36 whole entry, looked up): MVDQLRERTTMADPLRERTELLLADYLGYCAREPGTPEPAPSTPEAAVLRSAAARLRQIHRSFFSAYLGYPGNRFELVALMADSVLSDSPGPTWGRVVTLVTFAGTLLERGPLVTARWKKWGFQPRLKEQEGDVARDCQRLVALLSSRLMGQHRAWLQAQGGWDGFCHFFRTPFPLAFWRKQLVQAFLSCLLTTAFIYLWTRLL
Bim-Bfl-1: inhibitors of Bim binding to Bfl-1, primary screen, biochemical, multiplexed, bead-based flow cytometry; Bcl-2-related protein A1 (Homo sapiens), Q16548; Bim-Bfl-1 binding inhibition; inhibition, % at 10 µM; 190,000 compounds, 0.12% hits;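 note: 0% = wells without compound plus tracer and 100% = blocker peptide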
RGS4-Gao reg: modulators of RGS4 binding to Galphao, primary screen, biochemical, multiplexed bead flow cytometry | binding response (% of control), % at 10 µM | actives lie on both sides | 220,000 compounds, 0.33% hits; in the data active = binding response below about 49% or above about 150%; inactive = in between;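 note: fluorescent Galphao activated with aluminum fluoride binding bead-coupled RGS4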
RGS8-Gao reg: RGS8-Galphao binding modulators, primary screen, biochemical, multiplexed bead flow cytometry; actives lie on both sides; response (percent of control binding), % at 10 µM; 220,000 compounds, 0.34% hits; in the data active = response below about 60% or above about 140%; inactive = in between;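 note: Galphao activated as the GDP aluminium fluoride complex binding bead-coupled RGS8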
Bim-Bcl-2: inhibitors of Bim-Bcl-2 binding, primary screen, biochemical, multiplexed, human Bcl-2 family; inhibition, % at 10 µM; 190,000 compounds, 0.06% hits; Apoptosis regulator Bcl-2 (Homo sapiens), P10415; AID 950, 2007; Bead-based flow cytometry, Bim peptide-Bcl-2 binding; in the data active = inhibition above about 40%; inconclusive = no clear call, values can overlap the other calls;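 note: 0% = no compound wells with probe peptide and 100% = reference peptide inhibitor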
Bcl-XL Bim block: inhibitors of Bim-Bcl-XL binding, primary screen, biochemical, multiplexed, bead flow cytometry, human Bcl-XL. 190,000 compounds, 0.04% hits. Bim peptide-Bcl-XL binding, fluorescence. Bcl-2-like protein 1 (Homo sapiens), Q07817. inhibition, % at 10 µM
Target sequence (Q07817 whole entry, looked up): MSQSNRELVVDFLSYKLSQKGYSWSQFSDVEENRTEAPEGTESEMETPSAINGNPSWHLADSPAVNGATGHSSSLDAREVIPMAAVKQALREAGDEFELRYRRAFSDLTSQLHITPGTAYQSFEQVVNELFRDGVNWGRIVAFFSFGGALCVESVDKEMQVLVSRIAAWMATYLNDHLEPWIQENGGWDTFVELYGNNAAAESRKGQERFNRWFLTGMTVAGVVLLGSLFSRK
Mcl1 Bid PPI: Mcl-1/Bid binding inhibitors, primary screen, biochemical, TR-FRET, 1536-well | TR-FRET Mcl-1/Bid-Dy647 peptide binding | 220,000 compounds, 0.97% hits | Induced myeloid leukemia cell differentiation protein Mcl-1 (Homo sapiens), Q07820 | inhibition, % at 21.7 µM | AID 1021, 2008;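 active = compounds that cut the binding signal by more than half at the single screening dose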;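 note: His-tagged Mcl-1 with europium anti-His antibody binding Bid BH3 peptide; 0% = Mcl-1 plus peptide wells and 100% = peptide-only wells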
Bim-Mcl-1: inhibitors of Bim peptide binding to Mcl-1, primary screen, biochemical, bead-based flow cytometry, multiplex; Induced myeloid leukemia cell differentiation protein Mcl-1 (Homo sapiens), Q07820; Bim peptide-Mcl-1 binding; inhibition, % at 10 µM; 190,000 compounds, 0.1% hits;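 note: 0% = no compound tracer wells and 100% = peptide blocker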
Mcl1-Noxa inh: Mcl-1/Noxa binding inhibitors, primary screen, biochemical, TR-FRET, 1536-well | Induced myeloid leukemia cell differentiation protein Mcl-1 (Homo sapiens), Q07820 | TR-FRET Mcl-1/Noxa peptide binding, 2 h | inhibition, % at 21.7 µM | 220,000 compounds, 1.5% hits | AID 1022, 2008;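 active = compounds that cut the protein-peptide binding signal by more than 50% relative to plate controls in a single-dose test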;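 note: His-tagged Mcl-1 with rhodamine Noxa BH3 peptide and terbium anti-His antibody; 0% = Mcl-1 plus Noxa peptide wells and 100% = peptide-only wells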
Bim-Bcl-W: inhibitors of Bim binding to Bcl-W, primary screen, biochemical, multiplexed, bead-based flow cytometry. Bcl-2-like protein 2 (Homo sapiens), Q92843. Bim peptide-Bcl-W binding. inhibition, % at 10 µM. 190,000 compounds, 0.02% hits;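 note: 0% = bound tracer without compound and 100% = peptide blocker; higher means less fluorescent Bim peptide bound to Bcl-W beads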
Target sequence (Q92843 whole entry, looked up): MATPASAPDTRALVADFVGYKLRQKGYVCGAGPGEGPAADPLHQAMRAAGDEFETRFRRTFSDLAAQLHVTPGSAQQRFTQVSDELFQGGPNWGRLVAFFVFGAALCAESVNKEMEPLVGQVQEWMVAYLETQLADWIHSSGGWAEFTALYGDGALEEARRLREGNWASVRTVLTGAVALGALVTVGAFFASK
An asterisk follows results filed as active; u = inconclusive; x = no result given. Cut-off read from the data, not from the text of the source, unless noted: active = inhibition above about 40%.

Start of the data: the first two compounds as a preview:
SMILES	RGS7-Gao reg	Bcl-B Bim block	Bim-Bfl-1	RGS4-Gao reg	RGS8-Gao reg	Bim-Bcl-2	Bcl-XL Bim block	Mcl1 Bid PPI	Bim-Mcl-1	Mcl1-Noxa inh	Bim-Bcl-W
CCCCN1C(=O)Nc2ccccc2S1=O (configuration not stated)	101	-6	-1	98	93	-4	-5	-20	-4	5	-2
Cc1nnc(SCc2ccc([N+](=O)[O-])cc2)o1	100	-2	-4	104	100	0	1	-4	0	12	0

Main list, previewed entries included:
SMILES	RGS7-Gao reg	Bcl-B Bim block	Bim-Bfl-1	RGS4-Gao reg	RGS8-Gao reg	Bim-Bcl-2	Bcl-XL Bim block	Mcl1 Bid PPI	Bim-Mcl-1	Mcl1-Noxa inh	Bim-Bcl-W
CCCCN1C(=O)Nc2ccccc2S1=O (configuration not stated)	101	-6	-1	98	93	-4	-5	-20	-4	5	-2
Cc1nnc(SCc2ccc([N+](=O)[O-])cc2)o1	100	-2	-4	104	100	0	1	-4	0	12	0
N#Cc1c(Nc2ccccc2)sc(C(=O)C2CC2)c1N	95	-8	-9	96	101	-2	-8	-32	-5	24	-4
CCN(CC)CCNC(=S)NC(=O)c1cn(-c2ccccc2)nc1-c1ccc(OC)cc1	101	-7	0	100	100	0	2	-16	-2	-3	-5
Cc1nc(NC(=O)c2ccc(Br)s2)sc1C(=O)N(C)C	96	-12	-23	96	98	-15	-8	9	-3	0	-7
CC(NC(=O)Nc1ccccc1)C(c1cccs1)N1CCOCC1 (configuration not stated)	102	-8	-1	101	101	-3	-9	-7	-3	12	-10
CN(C)/C=C(/C(=O)c1ccc(Cl)cc1Cl)S(=O)(=O)c1ccc(Cl)cc1	90	-7	-11	92	93	-8	-8	-14	4	-7	-1
Cc1cc(N2CCC(C)CC2)n2ncc(-c3ccccc3)c2n1	98	-3	-3	97	98	0	-2	-14	-4	3	-1
Fc1ccccc1Cn1cc(C(=S)N2CCOCC2)c2ccccc21	u	x	x	91	94	x	x	-70	x	4	x
O=C(/C=C/c1cccs1)N1CCN(c2ccc(O)cc2)CC1	91	-9	6	80	87	4	0	-55	2	79*	4
O=C(Cc1cccc2ccccc12)NN1C(=O)CSC1=S	u	-4	-3	102	103	-3	0	-65	0	4	-1
O=C(O)CCC(=O)N1CCN(c2ccc(C(=O)c3ccc(F)cc3)cc2)CC1	93	3	2	94	91	1	3	-38	-1	-1	4
CN1C(C(=O)NCc2ccc(OC(F)(F)F)cc2)CC2Cn3c(nc4cc5ccccc5cc43)C21 (configuration not stated)	u	x	x	91	95	x	x	-40	x	-10	x
Cn1c(=O)cc(SCC(=O)N2CCCC2)c2ccccc21	101	-6	-11	98	101	-10	5	6	-1	12	0
CC(OC(=O)c1cc2sccc2n1C)C(=O)NCc1ccc(F)cc1 (configuration not stated)	102	0	-9	99	100	-4	1	-4	14	12	7
Cc1ccc(S(=O)(=O)/N=C2/NC(=O)/C(=C/c3cccnc3)S2)cc1	97	1	-1	95	98	-1	0	-11	0	5	-3
CC(C)CCn1c(N2CCN(c3cccc(Cl)c3)CC2)nc2c1c(=O)[nH]c(=O)n2C	98	-4	-6	102	100	-2	-10	-5	-1	4	4
Cc1ccc(S(=O)(=O)N2CCN(C(=O)c3ccccc3)CC2)c(C)c1NS(C)(=O)=O	105	0	-3	102	96	-1	-2	-44	0	-6	-3
O=C(COC(=O)c1cc(=O)c2ccccc2o1)NC1CCCC1	104	-3	0	104	105	0	-1	1	1	9	-1
Cc1c(C)c2ccc(OS(C)(=O)=O)c(C)c2oc1=O	99	-4	-1	98	101	-1	-4	-3	-3	-9	-2
CC(C)Oc1cccc(-c2nnc(SCC(=O)Nc3ccc4c(c3)OCCO4)n2N)c1	103	0	0	104	102	0	-1	-14	-1	7	0
Cc1cc(Br)ccc1NC(=O)CN1C(=S)NC(C)(C)CC1C (configuration not stated)	94	-14	-3	100	101	-5	-5	-42	0	14	-2
CC(C)C1(CCNC(=O)c2cccs2)CCOC(C)(C)C1 (configuration not stated)	u	x	x	113	106	x	x	-29	x	-2	x
Cc1ccc(O)c(-c2cc(C(=O)NCc3ccncc3)[nH]n2)c1	105	-5	-14	103	104	-7	-5	-7	-1	14	1
O=C(NCc1nnc2c3ccccc3c(-c3ccccc3)nn12)c1ccccc1Cl	103	-5	-4	104	103	-2	-5	-7	-7	8	-5

Next records follow:
SMILES	RGS7-Gao reg	Bcl-B Bim block	Bim-Bfl-1	RGS4-Gao reg	RGS8-Gao reg	Bim-Bcl-2	Bcl-XL Bim block	Mcl1 Bid PPI	Bim-Mcl-1	Mcl1-Noxa inh	Bim-Bcl-W
COc1cc(/C=C(\C#N)C(N)=O)ccc1OCc1c(C)no[n+]1[O-]	u	x	x	100	101	x	x	-6	x	-8	x
COc1ccc(OCC(=O)Nc2cc(OC)cc(OC)c2)cc1	93	-10	-8	95	97	-5	2	-26	-2	3	3
Cc1ccc(O)c(C2=Nc3ccccc3N=C(c3ccco3)C2)c1	100	-11	-10	93	98	-4	-8	7	-4	-11	0
CN(C)S(=O)(=O)c1ccc(NC(=O)COc2ncnc3sccc23)cc1	u	-8	-9	102	101	-6	-5	-5	-2	17	-2
Cc1ccc(C(C)C)c(OCC(=O)NN=C2CCCCCCC2)c1	105	-6	-7	99	99	-7	-3	5	-1	10	-2
CCC/C=C(\CCC)C(NC(=O)Cc1ccccc1)c1ccc(C(=O)OC)cc1 (configuration not stated)	103	-2	-1	101	99	0	-1	-2	-1	-5	-2
COc1ccc2occ(C(=O)c3ccc(N=C(C)N(C)C)cc3)c2c1	103	-5	-4	97	99	-3	-6	-6	-3	-8	-5
COc1ccc(OC)c(CNC(=O)c2cc(=O)[nH]c3ccc(S(=O)(=O)N4CCCC4)cc23)c1	102	-6	-5	98	102	-5	-11	-7	-27	-9	-9
NC(=O)c1cc2nc(-c3ccco3)cc(C(F)(F)F)n2n1	100	19	9	104	104	11	26	-9	16	6	17
CCOC(=O)/C=c1\s/c(=C\c2ccc(C)cc2)c(=O)n1CC(=O)NCc1ccco1	98	-3	0	97	97	3	-4	-2	0	11	0
NC(=O)COC(=O)c1cccc(S(=O)(=O)N2CCN(c3ccccc3)CC2)c1	100	0	-8	100	100	-5	0	-41	-3	-12	0
CCCCC(NC(=O)c1ccccc1)C(=O)OCC(=O)N1c2ccccc2Sc2ccccc21 (configuration not stated)	99	-3	-6	99	100	-1	-3	-49	0	2	0
Cc1ccc2c(c1)CC1(CN2C)C(=O)OC2(CCCCC2)OC1=O	98	-11	-16	95	98	-10	-10	-46	-6	12	-3
COC(=O)c1ccc(Oc2nc3c(c(=O)n(C)c(=O)n3C)n2CCC(C)C)cc1	101	-5	-11	101	98	-4	-1	0	-2	-14	0
O=C(Nc1ccc(Cl)cn1)c1ccc2c(Cl)c3c(nc2c1)CCC3	u	x	x	97	100	x	x	21	x	-30	x
O=[N+]([O-])c1ccc(Oc2cccc(C(F)(F)F)c2)nc1	u	x	x	104	99	x	x	6	x	2	x
COc1cnc(SCc2c(Cl)cccc2Cl)nc1Cl	98	-5	-10	98	99	-5	-2	-2	-4	-1	0
CCn1cc(C(=O)O)c(=O)c2cc(F)c(N/N=C/c3ccccc3[N+](=O)[O-])cc21	94	4	0	93	98	7	17	62*	8	55*	11
Cc1nc2ncnn2c(C)c1CCC(=O)NCc1ccc2c(c1)OCO2	98	0	-1	99	102	-1	-1	-2	0	-15	0
CC1CCC2C(=O)N(c3cccc(OS(=O)(=O)c4ccccc4)c3)C(=O)C2C1 (configuration not stated)	99	-14	-5	98	101	-5	-6	-36	0	5	-2
Cn1c(=O)c2c(-c3ccc(C(C)(C)C)cc3)n(N3CCOCC3)cc2n(C)c1=O	100	2	0	99	96	5	-13	-52	-2	-1	-2
N#CC(C#N)=NNc1ccc(S(=O)(=O)N2CCCCC2)cc1	102	-2	-8	106	107	0	0	-17	0	29	0
O=C(c1ccc(Cl)cc1)C1CCN(C(=O)NC2CCCCC2)CC1	100	-5	-6	107	103	-6	0	-29	0	-10	-1
Cc1ccc2[nH]c(=O)c(CN(C)C(=O)c3cccs3)cc2c1	91	-5	-5	94	94	-6	-2	4	0	12	0
CSc1nsc(SC)c1C(=O)N1CCN(S(=O)(=O)c2ccc(C)cc2)C1C(C)C (configuration not stated)	101	-10	0	101	102	-3	-8	-4	-2	14	-6

Continuation:
SMILES	RGS7-Gao reg	Bcl-B Bim block	Bim-Bfl-1	RGS4-Gao reg	RGS8-Gao reg	Bim-Bcl-2	Bcl-XL Bim block	Mcl1 Bid PPI	Bim-Mcl-1	Mcl1-Noxa inh	Bim-Bcl-W
O=C(CSCC(=O)NC1CC1)Nc1ccccc1	99	-5	-10	108	102	-5	-2	0	0	3	3
CCOC(=O)c1cc(-c2ccccc2)nc2c1c(C)nn2-c1ccccn1	100	-2	-6	102	100	-8	0	-9	1	10	2
C=CCNS(=O)(=O)c1ccc(OCC(=O)OCC)cc1	98	-4	-9	98	101	-2	-2	-31	5	-10	1
COc1ccc(NS(=O)(=O)c2ccc3nc(COc4ccc(C#N)cc4)[nH]c3c2)cc1	102	-16	9	100	92	1	-2	-6	-10	40	0
Cc1c(NS(=O)(=O)c2cccc(C(=O)NCc3ccc(Cl)cc3)c2)c(=O)n(-c2ccccc2)n1C	101	-7	-12	102	102	-7	-6	-7	-2	14	-1
CCOC(=O)C1CCCN(C(=O)CCC(=O)Nc2ccc3nc(N4CCOCC4)cc(C)c3c2)C1 (configuration not stated)	102	0	0	103	102	0	0	12	0	17	2
O=C1COc2ccc(C(=O)COC(=O)CNC(=O)c3ccccc3)cc2N1	98	-2	-5	100	103	0	-3	-7	0	8	0
CC1=C(c2ccccc2)[N+](=O)C2(CCCCC2)N1[O-]	99	-16	4	101	100	7	-4	-12	0	0	-3
CCOc1c2ccc(C(=O)NCc3cc(C(F)(F)F)cc(C(F)(F)F)c3)cc2nn1CCOC	93	0	-1	92	95	-4	0	-12	-2	4	-2
CCOC(=O)c1[nH]c(C)c(/C(O)=C2\C(=O)C(=O)N(CCCN(C)C)C2c2cccnc2)c1C (configuration not stated)	101	2	-6	103	111	-8	-3	-36	-7	20	-5
COC(C[C@H](O)[C@@H](C)[C@@H](O)COCc1ccccc1)OC	u	x	x	89	92	x	x	-28	x	2	x
COc1ccc(CNC(=O)c2cc3c(C)nc4ccccc4c3o2)c(OC)c1	96	-5	-7	98	100	-8	-3	-6	-2	6	0
CC(=O)NCC(=O)NNC1CC(=O)N(c2cccc(Cl)c2)C1=O (configuration not stated)	u	x	x	101	103	x	x	-16	x	2	x
CCOC(=O)c1c(C)c(C(=O)Nc2ccc3c(c2)OCO3)c(C)n1C	96	1	5	97	99	1	2	-28	1	0	0
COc1ccc(COc2ccccc2C(N)=O)cc1F	81	-7	-3	85	90	-1	-6	5	-3	4	-5

Compound activity from PubChem.
